Glioma ERSR ind: induces the endoplasmic reticulum stress response in human glioma cells. U87-MG GRP78 promoter luciferase reporter, 16 h. Potency, µM, without a hit: at the top dose activation, usual class: activators. 420,000 tested, 0.02% active; note: potency is the fitted concentration of half-maximal effect; series mostly up to about 76 µM; % of control where 0% means no effect; nearly all actives have a fitted effect of over 35% in size
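Stably transfected U87-MG glioma cells carrying a GRP78-based luciferase sensor; 16 h compound incubation. Luminescence end-point read 10 min after Bright-Glo addition at room temperature.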
Vif-APOBEC3G blk: Vif-A3G binding inhibition; Potency, µM (doses to about 46.1 µM), for inactives: at the top dose activity, negative = active, usual class: inhibitors; Q9HC16; AID 602310; 410,000 tested, 0.076% active; HeLa A3G-eYFP + Vif (tagged APOBEC3G with the HIV-1 protein that degrades it), YFP fluorescence, overnight;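 note: potency is the fitted concentration of half-maximal effect; % is set by controls: 0 for no effect and ±100 for the full control effect; nearly all actives have a fitted effect of over 60% in size; hits raise eYFP signal because A3G escapes Vif-driven loss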
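Read-out is eYFP fluorescence (Ex 488/Em 500-530) from Vif-expressing HeLa A3G-eYFP cells; more signal means A3G escaped Vif-mediated degradation. Cells plated overnight, compound pinned in, incubated overnight at 37 deg C.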
Vif-APOBEC3F blk: blocks the Vif interaction with APOBEC3F. HeLa A3F-eYFP + Vif (tagged APOBEC3F with the HIV-1 protein that degrades it), YFP fluorescence increase. Potency, µM (series often up to 46.1 µM), for the others: top-dose activity, negative = active. 390,000 tested, 0.2% active. AID 602313; note: potency is the fitted concentration of half-maximal effect; % of control where 0% means no effect; nearly all actives have a fitted effect of over 65% in size
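Fluorescence increase (Ex 488/Em 500-530) after overnight compound treatment at 37 deg C flags inhibition of Vif-driven A3F-eYFP loss in stable HeLa A3F-eYFP/Vif cells seeded overnight beforehand.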
TrxR1 substrate: substrates of rat thioredoxin reductase 1; AID 588456; Potency, µM (series often up to 114 µM), for inactives: top-dose activity change, negative = substrate turnover; purified TrxR1 substrate turnover, NADPH consumption readout; 390,000 tested, 0.01% active; O89049; note: potency is the fitted concentration of half-maximal effect; % is set by controls: 0 for no effect and ±100 for the full control effect; nearly all actives have a fitted effect of over 50% in size
Target sequence (O89049 whole entry, looked up): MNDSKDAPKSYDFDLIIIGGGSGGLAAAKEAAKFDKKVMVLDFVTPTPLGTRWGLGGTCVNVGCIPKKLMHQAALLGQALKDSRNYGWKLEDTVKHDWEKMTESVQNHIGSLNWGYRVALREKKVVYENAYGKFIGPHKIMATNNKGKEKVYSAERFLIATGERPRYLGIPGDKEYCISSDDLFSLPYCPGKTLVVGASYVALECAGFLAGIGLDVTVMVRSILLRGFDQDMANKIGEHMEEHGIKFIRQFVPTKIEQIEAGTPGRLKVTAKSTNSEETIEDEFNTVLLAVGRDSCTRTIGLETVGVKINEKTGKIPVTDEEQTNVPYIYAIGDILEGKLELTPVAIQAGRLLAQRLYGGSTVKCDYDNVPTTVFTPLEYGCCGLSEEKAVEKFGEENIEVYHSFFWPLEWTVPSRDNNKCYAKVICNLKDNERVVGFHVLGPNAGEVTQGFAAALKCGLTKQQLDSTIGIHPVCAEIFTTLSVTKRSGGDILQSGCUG
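Rat TrxR1, dispensed at 90 nM, was prereduced with 400 uM NADPH (final) for 5 min at ~22 deg C, then incubated with compound 15 min before 400 uM selenite. A first-read NADPH fluorescence drop versus no-compound background flagged substrates.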
PI4K2A inh: inhibitors of human PI4K2A; Q9BTU6; purified PI4K2A, ADP-Glo luminescence, 1 h; hits give low values; activity change, negative = inhibition, % at 76.9 µM; 420,000 tested, 0.13% active; AID 1346378; in the data active = activity change below about -50%; inconclusive = mostly about -30% to -49%;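 note: -100% = wells without enzyme as full effect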
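ADP-Glo luminescence measured ADP generated by PI4K2A enzyme (4 ug/mL before mixing) with 1.2 mM PI substrate (pre-mix) and 300 microM ATP (pre-mix). Tris pH7.5 buffer with MgCl2, Triton X-100; 1 h reaction at ambient temperature.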
USP1 inh: USP1/UAF1 (human) deubiquitinase inhibition; O94782; recombinant USP1/UAF1, Ub-Rhodamine cleavage fluorescence; Potency, µM (doses to about 57.1 µM), for inactives: top-dose activity change, negative = inhibition, actives largely listed as inhibitors; 390,000 tested, 0.23% active; note: potency is the fitted concentration of half-maximal effect; % is set by controls: 0 for no effect and ±100 for the full control effect; nearly all actives have a fitted effect of over 60% in size; inactives centre near -12
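In this screen, compounds sit with the deubiquitinase complex (1nM) for 15 min at room temperature before Ub-Rho is added at 150nM final. Fluorescence rise is then followed for 6 reads every 60 seconds.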
RXFP1 ag: activates the human relaxin receptor RXFP1; 370,000 tested, 0.3% active; HEK293T-RXFP1 cAMP TR-FRET, 30 min; response scale: percent of porcine relaxin response, buffer zero; Q9HBX9; AID 2676; Potency, µM (highest dose often 57.5 µM), without a hit: top-dose activation, usual class: activators; note: potency is the fitted concentration of half-maximal effect; % is set by controls: 0 for no effect and ±100 for the full control effect; nearly all actives have a fitted effect of over 60% in size; many of its hits are not listed in these tables
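HEK293 cells stably expressing RXFP1, treated 30 min at 37C with compounds plus PDE4 inhibitor Ro 20174; cAMP measured by HTRF TR-FRET. Normalized to buffer and 29 nM porcine relaxin; EC50 by Hill fit.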
LDHA block: inhibitors of human lactate dehydrogenase A; P00338; 480,000 tested, 0.15% active; AID 1347041; activity change, % (values are at about 110 or 230 µM); purified LDHA, NADH/diaphorase-resazurin fluorescence; hits give low values; in the data active = activity change below about -30%; inconclusive = mostly about -25% to -30%;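 note: plate controls were DMSO wells for no effect and wells without enzyme for full effect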
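Enzyme activity of human lactate dehydrogenase 5 (2 nM; 0.06 mM NADH, 0.2 mM pyruvate, 5 min, RT) is measured via a resazurin/diaphorase fluorescence readout of residual NADH.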
mIDH1 inhibitor: human IDH1 R132H inhibition. IDH1-R132H enzyme, NADPH consumption, diaphorase/resazurin fluorescence. Potency, µM (titrated, usually from 76.6 µM), without a hit: top-dose activity change, negative = inhibition, hits mostly inhibitors. 390,000 tested, 0.093% active. AID 602179; note: potency is the fitted concentration of half-maximal effect; % is set by controls: 0 for no effect and ±100 for the full control effect; nearly all actives have a fitted effect of over 65% in size
Target sequence (O75874 whole entry R132H, stated change not applied): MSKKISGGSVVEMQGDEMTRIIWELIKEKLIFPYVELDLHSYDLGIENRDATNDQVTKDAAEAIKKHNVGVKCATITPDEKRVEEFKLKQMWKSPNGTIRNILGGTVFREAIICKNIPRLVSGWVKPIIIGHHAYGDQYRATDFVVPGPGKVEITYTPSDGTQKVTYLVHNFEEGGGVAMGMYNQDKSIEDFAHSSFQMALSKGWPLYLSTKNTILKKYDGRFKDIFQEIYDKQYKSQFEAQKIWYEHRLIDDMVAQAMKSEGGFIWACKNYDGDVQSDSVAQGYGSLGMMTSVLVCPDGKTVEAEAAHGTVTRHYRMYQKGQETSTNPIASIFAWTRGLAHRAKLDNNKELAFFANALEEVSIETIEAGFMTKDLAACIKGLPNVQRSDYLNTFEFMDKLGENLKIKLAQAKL
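IDH1-R132H (0.5 ug/mL) preincubated 30 min with compound, then NADPH (0.016 mM) and alpha-KG (2 mM) added; 80 min at RT, pH 7.5. Remaining NADPH coupled via diaphorase/resazurin to fluorescence (540/590 nm); concentration-response curves normalized to no-enzyme control.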
Numbers without * were called inactive; ? = inconclusive; nt = not tested or not shown; & = joins results of further samples; [ ] = dose if it differs, or a comment. Unless noted, calls come from the whole dose curve; as a rule, active = well fitted curve in the direction sought with a large enough effect; inconclusive = small, poorly fitted or top-dose-only effect, or another doubt; inactive = no such curve, though single readings can be large; an effect the other way counts as inactive or inconclusive. The list is partial; the hit share may differ from the screen's.

SMILES | Glioma ERSR ind | Vif-APOBEC3G blk | Vif-APOBEC3F blk | TrxR1 substrate | PI4K2A inh | USP1 inh | RXFP1 ag | LDHA block | mIDH1 inhibitor
CN(C)c1ccc(CNC(=O)CCCN2C(=O)c3cccnc3Oc3ccc(Cl)cc32)cc1 | -0.4% | -2.1% | -1.4% | 4.2% | -2.3 | -14.4% | 0.8% | 3.1 | -13.7%
O=C(c1[nH]c(C(F)(F)F)nc1-c1ccccc1)N1CCC(Cc2ccccc2)CC1 | -3.1% | -14.1% | nt | nt | -5.5 | nt | nt | 1.6 | nt
COC(=O)C(Cc1ccccc1)NC(=O)CCc1c[nH]c2ccccc12 (centres undefined) | -4.1% | -3.4% | -4.4% | 5.2% | -2.2 | -15.2% | -0.5% | -0.8 | 18.3%
CCN(CC)C(=O)Cn1cc(S(=O)(=O)CC(=O)Nc2ccc(C(N)=O)cc2)c2ccccc21 | -3.4% | 0.6% | -14.3% | -2.2% | 5.8 | -11.5% | 4.3% | 7.6 | 0.0%
CC1(C)C2CCC1(CS(=O)(=O)NC(CC(=O)O)c1cccc(Br)c1)C(=O)C2 (centres undefined) | -3.8% | -0.9% | 0.3% | -0.2% | -0.6 | -16.0% | -4.9% | 0.9 | 4.0%
CC(C)C1Oc2ccccc2N(CC(=O)NCCCN2C(C)CCCC2C)C1=O (centres undefined) | -1.3% | 1.4% | 4.3% | 5.6% | 1.6 | -3.0% | 0.9% | -5.6 | -0.8%
CC(C)NC(=S)Nc1ccc2nc3n(c(=O)c2c1)CCCCC3 | 2.7% | 1.2% | 0.4% | 4.7% | 3.4 | -3.7% | 5.9% | 0.3 | 2.6%
O=[N+]([O-])c1nn(-c2ccccc2)n(O)c1=NCCc1ccccc1 | -1.6% | ? | -9.5% | -8.4% | -2.1 | -21.4% | 3.0% | 8.7 | 6.3%
CCC(=O)NC(c1ccc(N(C)C)cc1)c1c(O)ccc2ccccc12 (centres undefined) | 1.7% | -19.7% | 5.3% | -4.6% | 2.8 | -10.2% | 1.9% | 2.7 | 3.6%
Cc1ccc(S(=O)(=O)CCC(O)c2ccc(Cl)cc2)cc1 (centres undefined) | -3.1% | -1.1% | -5.6% | -7.3% | -1.6 | -11.5% | 3.2% | -9.4 | -7.7%
COc1cc(OC)c(NC(=O)Cn2c(=O)nc(-c3ccccc3)c3ccccc32)cc1Cl | -2.5% | -1.0% | -3.1% | 0.0% | 2.2 | ? | 14.2% | -14.6 | -2.1%
CCN(CC)S(=O)(=O)c1cccc(NC(=O)COC(=O)C2=COCCO2)c1 | -4.1% | 0.0% | -8.1% | 4.0% | 5.0 | -14.7% | 2.5% | -6.1 | -0.3%
O=C(c1ccc(CS(=O)c2ccccc2Cl)o1)N1CCN(c2ccccc2)CC1 (centres undefined) | -0.5% | ? | -9.1% | -1.3% | 1.5 | -14.5% | 3.5% | -0.6 | 0.0%
CN(C(=O)CSc1nc(N)cc(N)n1)C1CCS(=O)(=O)C1 (centres undefined) | 0.3% | 0.2% | 8.8% | 0.2% | 3.8 | -20.4% | -0.1% | -1.0 | 0.0%
Cc1cc(Br)ccc1NC(=O)COC(=O)c1ccccc1OCC(=O)N(C)C | -4.0% | 2.8% | nt | 2.6% | nt | nt | nt | 0.6 | nt
c1ccc(-c2cc(NCCN3CCCCC3)c3ccccc3n2)cc1 | -10.2% | 3.3% | -3.6% | -3.1% | -0.9 | -16.2% | 0.7% | -6.1 | -4.2%
CCN1CCCC1CNC(=O)c1ccc(CS(=O)(=O)c2ccccc2C)o1 (centres undefined) | -2.4% | -0.6% | -26.3% | -3.2% | 16.0 | -22.4% | -3.4% | 0.9 | 11.1%
CC1CCCC(NC(=O)CCCn2c(=S)[nH]c3ccccc3c2=O)C1C (centres undefined) | -2.7% | 6.0% | -20.7% | 2.9%[57.1 µM] | 0.3 | 9.8% | 2.3% | -15.2 | 5.7%
COc1cc2cnc(Cl)nc2cc1OC | -5.0% | 1.6% | 0.8% | -8.9% | 2.9 | 2.8% | 2.4% | 10.4 | 11.4%
CCOc1cc(/C=N/NC(=O)c2ccncc2)ccc1OC(=O)c1ccco1 | -5.2% | -3.3% | 0.3% | 0.6% | 2.7 | -22.3% | 0.1% | -0.2 | 0.7%
Cc1ccc(-c2cn3nc(C)c(C)nc3n2)cc1 | -13.2% | -4.8% | 9.0% | 135.0%[activator] | -5.1 | -4.0% | 9.7% | 3.9 | 3.2%
C/C(=N\NC(=O)c1ccccc1)c1cc2cc([N+](=O)[O-])ccc2oc1=O | -2.8% | -0.4% | 0.5% | -14.2% | 1.5 | -6.7% | 0.7% | -1.0 | -1.2%
O=C(Nc1cc(Cl)ccc1Cl)c1noc2c1CCCC2 | 0.1% | 1.7% | -4.1% | 5.0% | 0.4 | ? | 0.9% | 1.2 | -1.2%
Cc1cc(NC(=O)CN2CCN(C)CC2)no1 | -1.7% | 0.8% | 0.7% | -1.6% | 5.6 | -11.8% | 2.2% | -7.2 | 6.5%
Oc1ccccc1C1C=C(c2ccc3c(c2)OCO3)NC(c2ccc(F)c(Br)c2)N1 (centres undefined) | ? | -21.9% | nt | -5.0% | nt | nt | nt | 2.0 | nt
COCc1c(C(=O)NCc2ccccc2CN2CCCC2)oc2ccccc12 | -4.5% | -9.0% | -8.8% | 9.9% | -3.0 | -17.1% | 1.7% | 0.7 | 10.1%
CCC(=O)Nc1ccc(C(=O)NNC(=O)c2ccc(C)cc2)cc1 | -3.2% | -0.2% | 0.2% | -0.5% | 0.4 | -17.0% | 0.9% | 2.8 | -7.0%
O=C(COn1nnc2ccccc21)NCC1CCCCC1 | 1.5% | -2.1% | nt | -4.4% | -2.7 | 4.5% | 4.3% | -3.1 | 3.5%
Cc1c(Cl)cccc1Nc1nc(N)nc(CSC(=S)N2CCOCC2)n1 | 1.6% | 0.3% | 5.4% | 9.9% | -0.3 | -16.0% | -0.3% | -8.2 | 15.1%
Nc1[nH]n(-c2ccccc2)c(=O)c1N=Nc1ccc2c(c1)OCO2 | -2.0% | -18.8% | -0.3% | -7.4% | 4.5 | -15.5% | -2.4% | 4.7 | -0.5%
CC(=O)NS(=O)(=O)c1ccc(NC(=O)CC23CC4CC(CC(Br)(C4)C2)C3)cc1 | -0.7% | 0.0% | 6.4% | -14.0%[57.1 µM] | 5.5 | -19.3% | 1.6% | -2.9 | 2.6%
CN(Cc1ccccc1)C(=O)CN1C(=O)c2ccccc2S1(=O)=O | 0.2% | -0.2% | 2.4% | -9.2%[57.1 µM] | -5.3 | 3.7% | 0.7% | -7.8 | -8.5%
Cc1nc(N2CCC(C)CC2)c2c(C)c(C(=O)Nc3ccccc3C(F)(F)F)sc2n1 | -6.1% | 0.0% | 5.1% | 59.2%[activator] | 5.1 | -17.1% | 3.9% | 1.9 | 1.4%
Cc1ccc(-c2noc(CNS(=O)(=O)c3ccc(F)cc3)n2)cc1 | 3.6% | 3.0% | 1.9% | -3.8% | -0.9 | -5.7% | 0.1% | 2.1 | -3.1%
Nc1cc(=O)n(Cc2ccccc2)c(=O)n1-c1ccc(Cl)cc1 | -7.3% | -3.4% | 0.8% | 6.8%[57.1 µM] | -1.5 | -8.8% | 3.3% | -6.6 | 3.4%
Cc1ccc2c(c1)N(CC(=O)N1CCCCC1c1cccnc1)C(=O)CO2 (centres undefined) | -4.3% | -0.2% | 0.3% | -3.7% | 6.3 | -14.3% | 2.5% | -1.3 | 6.8%
Cc1ccc(S(=O)(=O)N2CCN(c3ncnc4ccccc34)CC2)cc1 | -4.6% | -12.5% | -0.5% | 1.6%&-1.4% | -4.7 | -17.4% | 1.9% | -0.8&-2.9 | -2.6%
COc1ccc(CCNS(=O)(=O)c2ccc(-n3cnnn3)cc2)cc1OC | -3.2% | 0.0% | -5.2% | 6.1% | 0.9 | -13.0% | 0.0% | -4.6 | -9.5%
NC(=O)Nc1ccc(C(=O)OCC(=O)c2c[nH]c3ccccc23)cc1 | 3.2% | -3.5% | -8.0% | -6.1%[57.1 µM] | 0.9 | ? | nt | -5.6 | -1.4%
NS(=O)(=O)c1ccc2c(c1)C1C=CCC1C(C1CC=CCC1)N2 (centres undefined) | -4.7% | 2.5% | 2.1% | 0.6% | -12.5 | -23.9% | -0.2% | 9.9 | -12.7%
CC(C)(C)C(=O)NC(n1cnc2c(N3CCOCC3)ncnc21)C(Cl)(Cl)Cl (centres undefined) | -1.4% | -6.3% | 3.8% | 4.5% | -4.7 | 6.7% | 0.0% | -5.6 | -1.6%
O=C(Nc1ccc(S(=O)(=O)Nc2nccs2)cc1)c1cc(-c2ccncc2)nc2ccccc12 | 3.9% | -1.4% | 2.1% | -1.4% | ? | -11.1% | 2.4% | -8.6 | ?

Exported as a markdown table: 2 of the compounds above
| Compound | Glioma ERSR ind | Vif-APOBEC3G blk | Vif-APOBEC3F blk | TrxR1 substrate | PI4K2A inh | USP1 inh | RXFP1 ag | LDHA block | mIDH1 inhibitor |
| --- | --- | --- | --- | --- | --- | --- | --- | --- | --- |
| Cc1ccc2c(c1)N(CC(=O)N1CCCCC1c1cccnc1)C(=O)CO2 (centres undefined) | -4.3% | -0.2% | 0.3% | -3.7% | 6.3 | -14.3% | 2.5% | -1.3 | 6.8% |
| Cc1ccc(S(=O)(=O)N2CCN(c3ncnc4ccccc34)CC2)cc1 | -4.6% | -12.5% | -0.5% | 1.6%&-1.4% | -4.7 | -17.4% | 1.9% | -0.8&-2.9 | -2.6% |

Assay outcomes deposited in PubChem by National Center for Advancing Translational Sciences (NCATS).
